NPY-Y1 PAM-ag = NPY-Y1 receptor potentiators or agonists, primary screen, cell-based. Neuropeptide Y receptor type 1 (Homo sapiens), P25929. NPY-Y1 expressing cells, potentiator/agonist activation. activation, % at 3.6 µM. actives 0.37% (n = 220,000); in the data active = activation above about 33%, passing the limit was not always enough;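 note: cells stimulated with NPY at EC10 then isoproterenol at EC100; 0% = low agonist plus stimulus and 100% = saturating agonist plus stimulus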
Ba/F3 V617F tox = reduced viability of JAK2V617F-dependent Ba/F3 cells, primary screen, JAK2V617F inhibitor project, cell-based, Ba/F3 EpoR-JAK2V617F, luminescence | inhibition, % at 5.6 µM | actives 1.1% (n = 220,000) | ATP luminescence;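 active = inhibition above the campaign mean plus 3 SD over all tested compounds, cut at about 24% in these data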;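 note: cytokine-independent growth of Ba/F3 cells driven by EpoR plus mutant JAK2; 0% = DMSO-treated cells and 100% = JAK inhibitor I control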
p47phox inh = p47phox/p22phox peptide binding inhibitors, primary screen, biochemical, uHTS, NADPH oxidase regulatory subunit; actives 0.53% (n = 220,000); Neutrophil cytosol factor 1 (Homo sapiens), P14598; AID 1274, 2008; fluorescence polarization, 2 h; inhibition, % at 24.7 µM;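 active = inhibition above about 30%, limit read from the data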;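 note: 0% = p47phox with labelled peptide and 100% = labelled peptide alone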
NPY Y1 blocker = NPY-Y1 receptor antagonists, primary screen, cell-based. Neuropeptide Y receptor type 1 (Homo sapiens), P25929. HEK293-CNG Y1 cells, membrane potential fluorescence; NPY at EC95, then isoproterenol. inhibition, % at 3.6 µM. actives 1% (n = 200,000). AID 1040, 2008;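 active = inhibition above the campaign mean inhibition of all tested compounds plus 3 SD, cut at about 20% in these data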;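 note: 0% = DMSO wells given NPY plus isoproterenol and 100% = isoproterenol alone without NPY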
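material = HEK293 cells with Y1 receptor plus CNG channel | also added = NPY 25 nM then isoproterenol 1 µM plus Ro 20-1724 25 µM | schedule = dye 3 h, compound 60 min room temperature, stimulation 45 min | measured by = membrane potential fluorescence | benchmarks = high control isoproterenol alone, low control NPY with isoproterenol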
NPY-Y2 PAM-ag = NPY-Y2 potentiators or agonists, primary screen, cell-based | AID 1359, 2008 | Neuropeptide Y receptor type 2 (Homo sapiens), P49146 | cells expressing NPY-Y2, potentiator/agonist read-out | actives 0.45% (n = 220,000) | activation, % at 3.6 µM; in the data active = activation above about 27%;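 note: cells stimulated with NPY near EC25 plus isoproterenol at EC100; 0% = vehicle plus submaximal agonist and 100% = vehicle plus saturating agonist; some results beyond the cut were filed as inactive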
Target sequence (P49146 whole entry, looked up): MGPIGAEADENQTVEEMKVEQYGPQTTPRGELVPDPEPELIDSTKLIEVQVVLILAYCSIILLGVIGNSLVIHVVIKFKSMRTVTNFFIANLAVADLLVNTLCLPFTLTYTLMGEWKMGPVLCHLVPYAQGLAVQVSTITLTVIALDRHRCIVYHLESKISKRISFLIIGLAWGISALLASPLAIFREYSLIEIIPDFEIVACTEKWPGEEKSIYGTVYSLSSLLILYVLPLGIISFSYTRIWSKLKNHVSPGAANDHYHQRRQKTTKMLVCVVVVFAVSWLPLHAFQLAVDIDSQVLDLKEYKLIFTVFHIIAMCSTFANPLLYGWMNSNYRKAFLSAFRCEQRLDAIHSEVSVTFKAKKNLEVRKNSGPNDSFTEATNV
CHOP inh = inhibitors of CHOP promoter induction, primary screen, cell-based, unfolded protein response, luciferase reporter; CHO-K1 CHOP-promoter luciferase, tunicamycin-induced, 15-18 h; inhibition, % at 10 µM; actives 3.8% (n = 220,000); AID 2732, 2010;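 active = compounds that reduced the stress-induced luciferase reporter signal by more than about 70% of percent inhibition, limit read from the data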;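 note: 0% = tunicamycin plus vehicle and 100% = wells without tunicamycin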
S1P4 ag = S1P4 receptor agonists, primary screen, cell-based. S1P4-expressing cell line, agonist reporter assay. AID 1509, 2009. activation, % at 4.98 µM. actives 0.35% (n = 220,000); in the data active = activation above about 11%;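 note: 0% = DMSO vehicle and 100% = reference agonist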
Target sequence (O95977 whole entry, looked up): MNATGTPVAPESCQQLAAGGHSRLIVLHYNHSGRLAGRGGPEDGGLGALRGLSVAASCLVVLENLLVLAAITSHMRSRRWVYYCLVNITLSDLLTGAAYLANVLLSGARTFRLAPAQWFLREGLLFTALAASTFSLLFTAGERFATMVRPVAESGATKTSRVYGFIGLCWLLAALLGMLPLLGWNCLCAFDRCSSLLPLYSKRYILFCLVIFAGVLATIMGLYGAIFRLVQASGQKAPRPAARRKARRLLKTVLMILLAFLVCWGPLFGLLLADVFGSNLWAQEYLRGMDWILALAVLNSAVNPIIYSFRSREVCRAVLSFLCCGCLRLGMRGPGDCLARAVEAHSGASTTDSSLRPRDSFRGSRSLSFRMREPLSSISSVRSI
S1P4 antag = S1P4 receptor antagonists, primary screen, cell-based; S1P4-expressing cells, antagonist mode, reporter read-out; inhibition, % at 4.98 µM; actives 0.26% (n = 220,000); AID 1510, 2009; in the data active = inhibition above about 29%;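 note: 0% = wells stimulated with agonist and 100% = vehicle wells without agonist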
BaF3 tox = parental Ba/F3 cell viability inhibition, counter-screen for JAK2V617F inhibitor project, murine pro-B, CellTiter-Glo luminescence; actives 1.1% (n = 220,000); inhibition, % at 5.6 µM; CellTiter-Glo ATP luminescence; AID 1486, 2009;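 active = inhibition above a per-campaign cutoff, the mean inhibition of all tested compounds plus 3 SD, cut at about 27% in these data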;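 note: 0% = DMSO wells and 100% = JAK Inhibitor I control wells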
Active calls of the source: *; . = not tested or not shown. Rows are unselected; any-hit rate near 7.1%.

cpd | canonical_smiles | NPY-Y1 PAM-ag | Ba/F3 V617F tox | p47phox inh | NPY Y1 blocker | NPY-Y2 PAM-ag | CHOP inh | S1P4 ag | S1P4 antag | BaF3 tox
1 | C=CCNC(=O)/C(=C/c1cccc([N+](=O)[O-])c1)NC(=O)c1ccccc1 | 8.9 | 0.6 | -9.5 | 5.1 | 0.6 | -3.6 | 1.4 | -5.8 | 5.6
2 | CCn1nnnc1SCC(=O)c1ccc(C)cc1 | 3.5 | -0.7 | -1.8 | 8.8 | -23.9 | -23.9 | 4.5 | -13.2 | 4.0
3 | COC(=O)c1sc(NC(=O)CSc2n[nH]c(N)n2)c(C(=O)OC)c1C | -1.1 | -1.9 | -3.8 | 6.0 | 3.4 | -9.2 | 0.4 | -23.9 | 1.4
4 | Cn1c(-[n+]2c(-c3ccccc3)cc(-c3ccccc3)cc2-c2ccccc2)nc2cc([N+](=O)[O-])ccc21 | -21.6 | 3.5 | 1.1 | 7.1 | 0.9 | -0.9 | 0.7 | -5.8 | 6.0
5 | O=C(O)C1C2C=CC(O2)C1C(=O)Nc1ccc(S(=O)(=O)Nc2ccccc2)cc1 (centres undefined) | 14.0 | -4.2 | -17.5 | 5.7 | 1.5 | 19.2 | -1.0 | 5.7 | -0.1
6 | Clc1ccc(-c2csc(N/N=C\c3cccnc3)n2)cc1 | -3.2 | 4.0 | 12.3 | 0.1 | -8.4 | 69.7 | 0.2 | -13.6 | 5.0
7 | Cc1ccc(S(=O)(=O)NNC(=O)Nc2cccc3ccccc23)cc1 | -11.1 | -1.6 | -10.2 | -4.3 | 0.0 | 36.5 | -0.3 | -7.9 | 2.4
8 | Cc1cc(C(=O)COC(=O)CNS(=O)(=O)c2ccc3ccccc3c2)c(C)n1-c1ccccc1 | -21.2 | 0.7 | -18.7 | 0.8 | -2.9 | 24.6 | -1.2 | -31.2 | 4.3
9 | O=[N+]([O-])c1ccc(Sc2nccn2Cc2ccccc2)c([N+](=O)[O-])c1 | -13.2 | 2.8 | 4.9 | -4.8 | -13.9 | -4.5 | 0.1 | -10.5 | 7.8
10 | CCC(C)(C)n1nnnc1C(C(C)C)N(CCCO)Cc1cc2cc(C)ccc2[nH]c1=O (centres undefined) | -2.6 | -0.6 | -0.7 | 3.2 | -7.0 | -5.7 | 0.1 | -3.6 | 4.6
11 | Cc1cc(C)n(Cc2ccc(C(=O)NN)o2)n1 | 22.2 | 2.3 | 10.5 | . | 14.8 | 1.6 | -2.7 | 11.4 | 7.9
12 | CSc1ccc(/C=N/Nc2cccc(C(=O)O)c2)cc1 | -6.3 | 0.8 | -31.9 | 3.7 | 9.2 | 84.9* | 0.3 | -13.3 | 2.3
13 | C=CCNC(=S)N/N=C/c1ccc(-c2ccc(OC)cc2)o1 | -1.6 | -1.2 | -7.5 | 3.9 | 12.0 | 33.0 | -0.4 | -8.0 | 1.9
14 | CC(c1ccccc1)n1c(NCCCn2ccnc2)nc2c1c(=O)[nH]c(=O)n2C (centres undefined) | 5.2 | 4.0 | -3.6 | -7.2 | 1.9 | 36.4 | -0.5 | 7.7 | 2.8
15 | N#Cc1cnc(Nc2ccc(F)cc2)nc1N | 8.3 | -4.2 | -1.8 | . | -9.0 | 15.1 | -2.3 | 5.7 | 1.9
16 | Cc1ccc(CCN2CC(C(=O)NCCCOC(C)C)CC2=O)cc1 (centres undefined) | -23.3 | -0.2 | -13.2 | 7.1 | 1.4 | 33.8 | -0.9 | -3.3 | 4.2
17 | O=C(O)CCCCCNc1nc2ncn(Cc3ccccc3)c2c(=O)[nH]1 | -8.5 | -2.1 | -7.3 | 1.8 | -4.7 | 2.3 | 0.9 | -6.1 | -0.2
18 | COc1ccc(-c2c(NC(=O)c3ccco3)n(C)c3ccccc3c2=O)cc1 | 9.3 | -0.7 | -5.6 | -2.0 | 10.0 | -7.2 | -0.8 | -7.9 | 3.1
19 | Cc1cccc(S(=O)(=O)NCCc2ccccc2)c1 | -20.8 | 1.6 | -0.6 | 10.9 | -25.4 | 7.1 | 0.9 | -12.0 | 3.0
20 | CCOc1ccc(NC(=O)CSc2nc3ccccc3c(=O)n2CCCC(=O)N2CCCC2)cc1 | 17.9 | -3.1 | -3.3 | -6.4 | 5.1 | 29.5 | 2.1 | -26.2 | 2.9
21 | COc1ccc(CC(=O)NNC(=O)c2ccncc2)cc1 | -0.4 | -0.2 | -9.4 | -2.2 | -16.4 | 13.8 | -0.4 | 9.4 | 4.9
22 | CCOC(=O)C1CCN(S(=O)(=O)c2cc(F)ccc2OC)CC1 | -5.7 | 0.7 | -7.2 | -3.2 | -9.8 | -5.7 | -1.6 | 2.5 | 6.3
23 | CCC(=O)O[C@]1(C(=O)CCl)[C@@H](C)C[C@H]2[C@@H]3CCC4=CC(=O)C=C[C@]4(C)[C@@]3(F)[C@@H](O)C[C@@]21C | 22.9 | 8.5 | 0.8 | -3.0 | 9.9 | 29.1 | -3.4 | -17.1 | 0.3
24 | COc1ccc(OC)c(NC(=O)C2CCCN2C(=O)OCc2ccccc2)c1 (centres undefined) | 0.3 | -2.3 | -15.1 | -0.7 | -11.7 | 23.8 | -0.9 | -3.9 | 1.3
25 | CCn1cc(CNC(=O)CCc2ccc(OC)cc2)cn1 | -7.9 | 0.9 | 6.3 | 4.8 | 8.1 | -7.7 | 0.4 | -8.6 | 4.9
26 | CSc1nnc(C)c(=O)n1COC(=O)COc1ccc(Cl)cc1 | 4.9 | -4.7 | 4.2 | -5.4 | -2.2 | -17.5 | -1.1 | -0.5 | 2.9
27 | O=C(CSc1nc2ccccc2c(=O)n1CCCN1CCOCC1)Nc1cccc(S(=O)(=O)N2CCCCCC2)c1 | -14.5 | -0.1 | -24.5 | 0.9 | -17.1 | 41.0 | -0.8 | -4.8 | 4.0
28 | Cc1ccc(C(=O)NC(=S)NCC2CCCO2)cc1Br (centres undefined) | -1.4 | -2.5 | 1.7 | 2.2 | 2.8 | -2.4 | 1.8 | -13.7 | 4.8
29 | O=c1nc(Nc2ccccc2)sc2ccc([N+](=O)[O-])cc12 | -11.1 | -2.3 | 22.2 | 0.8 | 10.4 | -12.7 | -0.9 | -5.7 | 2.5
30 | Cc1c(Cl)cccc1NC(=O)c1nc(C)n(-c2cc(OC(C)C)c(Cl)cc2Cl)n1 | -41.4 | -1.5 | -10.6 | 6.1 | -51.4 | 42.8 | 1.2 | -3.6 | 1.9
31 | Cc1cc(C)cc(C(=O)OCC(=O)Nc2cccc(S(=O)(=O)NC3=NCCCCC3)c2)c1 | -6.9 | -2.9 | -13.5 | -0.6 | -3.0 | 36.3 | 0.8 | -7.7 | -0.9
32 | CCn1nc(C)c(/C=N/NC(=O)c2c[nH]c3ccccc23)c1C | 0.3 | 3.6 | 4.4 | -3.8 | -1.3 | 10.7 | -0.8 | -15.4 | 3.0
33 | COc1cc2c(cc1OC)C(C)=NC1(CCCCC1)C2 | 11.2 | -2.5 | -17.2 | . | 7.7 | 1.6 | 0.2 | -10.4 | -5.7
34 | C/C(=N\NC(=O)c1n[nH]c2c1CCC2)c1cccs1 | 4.6 | 72.2* | -3.2 | . | -6.9 | 85.7* | 0.7 | 2.1 | 73.1*
35 | COC(=O)c1cccc(NC(=S)Nc2ccccc2Cl)c1 | 23.0 | -2.8 | -5.7 | . | 12.0 | -11.7 | -0.5 | -6.8 | 1.8
36 | C/C(=N\NC(=O)c1cccc(Cl)c1)C1C(=O)c2ccccc2C1=O | -8.6 | 1.9 | -18.8 | -2.2 | 2.0 | 1.6 | 5.0 | 1.1 | 8.7
37 | COc1ccc(S(=O)(=O)Nc2ccc(S(=O)(=O)N3CCCC3)cc2)cc1 | 15.8 | -1.6 | -4.7 | 3.3 | 5.1 | -7.0 | -2.9 | -3.7 | 5.4
38 | O=C(NN1C(=O)C2C3C=CC(O3)C2C1=O)c1ccncc1 (centres undefined) | 6.5 | 0.4 | -7.9 | 2.0 | 1.6 | 14.0 | -1.5 | -29.5 | 4.9
39 | COc1ccc(-c2nsc(SCC(=O)NCC3CCCO3)n2)cc1 (centres undefined) | 14.0 | -1.1 | 17.6 | -0.7 | 0.8 | -3.3 | 0.5 | -25.3 | 5.1
40 | O=C(CSC1CS(=O)(=O)c2cc([N+](=O)[O-])ccc21)NNC(=O)c1ccc(Cl)cc1 (centres undefined) | -22.8 | -2.9 | -10.9 | . | 6.3 | -10.7 | -1.3 | 15.5 | -3.2
41 | CCC(C)NC(=O)CSc1nnc(-c2cc(-c3cccs3)nc3ccccc23)o1 (centres undefined) | -19.9 | -1.9 | -1.4 | 6.3 | 5.7 | -12.5 | -2.0 | 14.2 | 4.3
42 | O=C(CCN1C(=O)/C(=C\c2cccs2)SC1=S)NC1=NCCS1 | -9.2 | -1.2 | -20.0 | -1.1 | 0.5 | 2.6 | 0.5 | 0.7 | 1.6
43 | Cc1ccc([N+](=O)[O-])c(OCC(=O)OCC(=O)c2ccccc2)c1 | -4.7 | -2.3 | -2.1 | 1.8 | -9.5 | 0.0 | 1.8 | -16.3 | 2.4
44 | CN(C(=O)COC(=O)c1ccc(Cl)nc1)C1CCS(=O)(=O)C1 (centres undefined) | 4.9 | -2.9 | -0.1 | 4.5 | -4.4 | -7.1 | 1.2 | -10.2 | 3.6
45 | CCOC(=O)C1Sc2[nH]c(=O)sc2C(c2ccc(Cl)cc2)C1C(=O)OCC (centres undefined) | 15.1 | 0.4 | 2.9 | 4.0 | 1.0 | -10.4 | -0.6 | 12.4 | 2.3
46 | CC(C)(C)NC(=O)Cn1cnc([N+](=O)[O-])n1 | 5.9 | 0.3 | 0.2 | 4.1 | -4.4 | 30.9 | 0.8 | 1.7 | 4.1
47 | CCOC(=O)C1=C(C)N(C)C(=S)NC1c1ccc(Cl)cc1 (centres undefined) | 3.6 | -1.6 | -9.9 | 8.3 | 2.4 | 15.8 | 0.9 | -0.5 | 3.7
48 | O=C1Cc2ccccc2Sc2ccc(Cl)cc21 | -11.9 | -5.1 | -11.0 | 4.7 | 6.5 | -2.7 | 0.6 | 1.6 | -0.3
49 | Cc1ccc2cc3cc(C(=O)N4CC(C)CC(C)C4)oc3nc2c1 (centres undefined) | -0.3 | -1.6 | -19.3 | 8.4 | 10.0 | 13.7 | -2.2 | -15.5 | 5.6
50 | COc1ccc(S(=O)(=O)N2CCC(C(=O)NCc3ccccc3)CC2)cc1OC | 11.5 | 4.3 | 2.6 | 4.6 | -3.3 | -2.0 | 0.8 | 3.7 | 3.9
51 | O=C(O)/C(=C\c1ccco1)NC(=O)c1ccccc1 | 0.4 | 0.3 | 2.4 | -0.7 | 1.1 | -3.3 | 0.8 | -25.1 | 5.6

Two entries drawn at random from the list so far, as already listed:
cpd | canonical_smiles | NPY-Y1 PAM-ag | Ba/F3 V617F tox | p47phox inh | NPY Y1 blocker | NPY-Y2 PAM-ag | CHOP inh | S1P4 ag | S1P4 antag | BaF3 tox
42 | O=C(CCN1C(=O)/C(=C\c2cccs2)SC1=S)NC1=NCCS1 | -9.2 | -1.2 | -20.0 | -1.1 | 0.5 | 2.6 | 0.5 | 0.7 | 1.6
48 | O=C1Cc2ccccc2Sc2ccc(Cl)cc21 | -11.9 | -5.1 | -11.0 | 4.7 | 6.5 | -2.7 | 0.6 | 1.6 | -0.3

Source: PubChem BioAssay (several laboratories)
